High-throughput results from PubChem BioAssay.
SUMO1 PPI mod: modulators of SUMO1 protein-protein interactions, primary screen, biochemical, uHTS | hit rate 0.33% among 360,000 | inhibition, % at 20 µM | SUMO1 binding to a labelled peptide, TR-FRET, 1 h; in the data active = inhibition above about 37%
Target sequence (P63165 whole entry, looked up): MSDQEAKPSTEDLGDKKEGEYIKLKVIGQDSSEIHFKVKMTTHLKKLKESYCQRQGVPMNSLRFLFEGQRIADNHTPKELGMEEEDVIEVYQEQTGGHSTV
LMPTP inh: LMPTP phosphatase inhibitors, primary screen, biochemical, fluorescence intensity, uHTS. Low molecular weight phosphotyrosine protein phosphatase (Homo sapiens), P24666. recombinant LMPTP-A, OMFP fluorogenic substrate. inhibition, % at 20 µM. hit rate 0.22% among 360,000;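 active = compounds that cut the enzyme signal by at least half of the control window in the single-dose screen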;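 also: plate controls were DMSO wells with enzyme plus substrate for no effect and substrate without enzyme for full effect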
Target sequence (P24666 whole entry, looked up): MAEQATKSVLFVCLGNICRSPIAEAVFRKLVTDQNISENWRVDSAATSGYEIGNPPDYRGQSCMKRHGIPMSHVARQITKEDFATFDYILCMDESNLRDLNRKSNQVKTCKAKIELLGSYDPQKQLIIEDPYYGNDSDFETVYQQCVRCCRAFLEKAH
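Material: LMPTP-A; amount: 0.625 nM enzyme; doses: single 20 µM dose; times: reaction 50 min, room temperature, dark; technique: fluorescence intensity of OMFP turnover product; benchmarks: no-enzyme and uninhibited controls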
STEP block: STEP phosphatase inhibitors, primary screen, biochemical, fluorescence intensity, uHTS; Tyrosine-protein phosphatase non-receptor type 5 (Homo sapiens), P54829; recombinant STEP, OMFP fluorogenic substrate; inhibition, % at 20 µM; hit rate 0.25% among 360,000; AID 588621, 2011;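 active = inhibition at 20 µM, scaled per plate between control wells, above about 37%, limit read from the data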;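 also: 0% = DMSO with enzyme and substrate and 100% = substrate only without enzyme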
Target sequence (P54829 whole entry, looked up): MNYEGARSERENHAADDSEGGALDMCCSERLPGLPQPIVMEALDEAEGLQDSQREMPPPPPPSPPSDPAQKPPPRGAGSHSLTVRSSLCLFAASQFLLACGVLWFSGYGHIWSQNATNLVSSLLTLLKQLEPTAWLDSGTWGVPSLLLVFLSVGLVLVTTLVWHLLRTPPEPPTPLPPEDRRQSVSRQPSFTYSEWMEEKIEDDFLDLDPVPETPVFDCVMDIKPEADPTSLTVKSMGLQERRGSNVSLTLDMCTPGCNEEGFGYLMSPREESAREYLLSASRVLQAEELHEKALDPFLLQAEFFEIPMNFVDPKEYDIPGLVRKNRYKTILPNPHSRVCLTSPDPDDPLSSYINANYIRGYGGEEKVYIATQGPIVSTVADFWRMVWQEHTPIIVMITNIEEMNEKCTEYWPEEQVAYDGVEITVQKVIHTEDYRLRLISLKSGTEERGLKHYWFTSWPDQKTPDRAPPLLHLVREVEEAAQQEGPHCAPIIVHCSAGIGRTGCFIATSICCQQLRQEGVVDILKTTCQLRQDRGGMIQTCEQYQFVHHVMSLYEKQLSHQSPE
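Assay system: isolated STEP enzyme. Buffer or medium: pH 6.0 Bis-Tris with DTT and Tween 20. Also added: fluorogenic phosphatase substrate OMFP at 25 µM final. Dosing: 20 µM, 1% DMSO. Timing: 20 min reaction, room temperature, in the dark. Measured by: fluorescence intensity, excitation 480 nm, emission 540 nm. Evaluation: normalized % inhibition.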
SKN-1 block: suppressors of acrylamide-induced Pgst-4::GFP reporter in worms, primary screen, SKN-1 inhibitor project, whole organism, uHTS, GFP/RFP fluorescence ratio, strain VP596. inhibition, % at 21.8 µM. hit rate 0.49% among 360,000. AID 624304, 2012. C. elegans VP596 Pgst-4::GFP/RFP ratio, 24 h;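 active = interference check ratio from 0.5 to 1.5 plus GFP to RFP signal ratio inhibition reaching or exceeding a fixed threshold, cut at about 30% in these data, passing the limit was not always enough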; also: some compounds called inactive have numbers as strong as hits
NadD inh: inhibitors of S. aureus NadD, primary screen, biochemical, colorimetric, uHTS; Nicotinate-nucleotide adenylyltransferase NadD (Staphylococcus aureus N315); purified NadD enzyme, colorimetric absorbance read-out; inhibition, % at 20 µM; hit rate 0.78% among 360,000; AID 602399, 2012; in the data active = inhibition above about 26%; also: some compounds past the cut are filed as inactive
Neddylation inh: inhibitors of cullin neddylation, primary screen, biochemical, TR-FRET, uHTS, NAE and Ubc12; calls only at 25 µM; NEDD8-conjugating enzyme Ubc12 (Homo sapiens) + NEDD8-activating enzyme E1 regulatory …; hit rate 0.58% among 360,000; in the data active = inhibition above about 36%
DNMT1 block: human DNMT1 methyltransferase inhibitors, primary screen, biochemical, molecular beacon, fluorescence, HinP1I cleavage, uHTS | DNA (cytosine-5)-methyltransferase 1 (Homo sapiens), P26358 | inhibition (reported as % activation of signal), % at 10 µM | hit rate 0.83% among 360,000; in the data active = inhibition above about 50%
TbMetRS inhib: T. brucei MetRS inhibitors, primary screen, biochemical, luminescence | AID 624268, 2012 | hit rate 0.4% among 360,000 | inhibition, % at 11.9 µM | methionyl-tRNA synthetase (Trypanosoma brucei brucei) | purified T. brucei MetRS, ATP depletion, Kinase-Glo luminescence;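 active = inhibition above a per-plate cutoff of the control wells' mean inhibition plus 3 SD, cut at about 5.5% in these data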;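 also: 0% = DMSO wells median and 100% = median of wells with control inhibitor compound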
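assay system = parasite MetRS enzyme | timing = 15 min preincubation, 2 h reaction, all 25 °C | evaluation = percent inhibition relative to median high and low control wells | medium = HEPES buffer containing pyrophosphatase, BSA, spermine, DTT | compound = single dose, 11.9 µM final nominal, 0.9% final DMSO | detection = Kinase-Glo luminescence, ATP depletion format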
Scp1 inh: Scp-1 phosphatase inhibitors, primary screen, biochemical, colorimetric, uHTS; inhibition, % at 20 µM; Recombinant Scp1, phosphopeptide, malachite green phosphate absorbance; hit rate 0.88% among 340,000;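 active = inhibition above about 50% at 20 µM, limit read from the data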;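 also: plate controls were DMSO wells with enzyme for no effect and wells lacking enzyme for full effect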
Target sequence (Q9GZU7 76-261 limits assumed): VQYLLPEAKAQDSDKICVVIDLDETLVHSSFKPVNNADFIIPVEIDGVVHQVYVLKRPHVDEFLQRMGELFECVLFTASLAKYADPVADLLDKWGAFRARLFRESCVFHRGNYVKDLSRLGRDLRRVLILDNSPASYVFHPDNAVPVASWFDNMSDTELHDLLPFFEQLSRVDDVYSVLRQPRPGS
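Test system: SCP-1 phosphatase catalytic domain, residues 76-261 | Compound dosing: One concentration, 20 µM, with 1.0% DMSO | Schedule: 45 min room-temperature reaction, 5 min colour, 30 min stabiliser | Detection: Absorbance at 630 nm | Read-out basis: % inhibition of SCP-1 phosphate liberation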
NRP1-CendR mod: modulators of CendR peptide binding to NRP-1, primary screen, biochemical, fluorescence polarization, uHTS; hit rate 0.85% among 360,000; FAM-RPARPAR peptide binding to NRP-1; inhibition, % at 25 µM; Neuropilin-1 (Homo sapiens), O14786; AID 602438, 2012;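 active = inhibition or corrected inhibition above about 18%, plus a signal ratio from 0.5 to 1.5, limit read from the data, passing the limit was not always enough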; also: strong numbers were not always called active
Numbers without * were called inactive; i = inactive; x = not tested or not shown. Compounds as they come; 4.6% or so of the library scored in one or more.

SMILES | SUMO1 PPI mod | LMPTP inh | STEP block | SKN-1 block | NadD inh | Neddylation inh | DNMT1 block | TbMetRS inhib | Scp1 inh | NRP1-CendR mod
CC1=C(C(=O)N2CCCCCC2)CC(CC(=O)NC2CCCCC2)C(=O)N1Cc1ccc(C(C)(C)C)cc1 (centres undefined) | 1 | 1.0 | 1 | 0 | -8 | i | -14 | -1.2 | x | -7
O=C(c1cc(Br)c[nH]1)N1CCSCC1 | 1 | -1.1 | -2 | -15 | 1 | i | 2 | 2.2 | -2 | -1
O=[N+]([O-])c1ccccc1Nc1cccc(F)c1 | -39 | 1.3 | 3 | 22 | -2 | i | -1 | -0.3 | -13 | 5
Cc1cnn(-c2ccc3nnc(-c4ccc(Br)cc4)n3n2)c1 | -2 | -1.0 | -1 | -5 | 4 | x | 15 | -1.5 | -4 | -9
NC[C@H]1O[C@@H](n2ccc(N)nc2=O)[C@H](O)[C@@H]1O | 2 | -1.5 | -2 | 13 | -3 | i | 3 | -1.0 | x | 6
O=C(NCc1cccnc1)c1cc(C2CCCCN2C(=O)OCCF)on1 (centres undefined) | 1 | -2.0 | -1 | 13 | 2 | i | 1 | -0.2 | x | -13
CS(=O)(=O)c1ccc(Cl)c(NC(=O)COC(=O)CNC(=O)c2ccc(Br)o2)c1 | 2 | -0.7 | 2 | 11 | -2 | i | 7 | -0.5 | 0 | -1
CCOC(=O)C1=C(C)Nc2ncnn2C1c1ccccc1F (centres undefined) | -2 | 2.0 | -19 | -8 | -3 | i | 0 | -1.7 | 3 | -5
CCn1nnnc1SCC(=O)Nc1cccc(NC(C)=O)c1 | 0 | -2.4 | -1 | -1 | -8 | i | 1 | -0.6 | -5 | 5
CC(C)c1ccc(Nc2nc(N3CCOCC3)nc(N3CCOCC3)n2)cc1 | 0 | 1.7 | 2 | 21 | -8 | i | 6 | -0.1 | x | -5
CC(C)(C)c1ccc2c(c1)OCC(C(=O)O)O2 (centres undefined) | 1 | -0.4 | 3 | 9 | -5 | i | 7 | 0.3 | -8 | -4
Nc1nonc1-n1nnc(C(=O)N/N=C/c2ccccc2F)c1CN1CCOCC1 | -2 | -1.8 | 2 | 3 | 3 | i | -6 | -0.3 | -4 | -29
Cc1ccc(F)cc1NC(=O)CCOc1ccccc1 | 3 | 0.7 | 5 | 1 | -1 | i | -1 | -0.3 | -3 | 14
COc1ccc(C(=O)COc2ccc(C(C)=O)cc2OC)cc1OC | -2 | -1.3 | -2 | -7 | -1 | i | 2 | -0.1 | -5 | 1
Cc1ccc(CS(=O)(=O)CCC(=O)NCCN(C)Cc2ccccc2)cc1 | 1 | -4.6 | 2 | -26 | -2 | i | 2 | -0.7 | -11 | 10
Cc1nn(-c2ccccc2)c2c1C(c1ccc([N+](=O)[O-])cc1)N1C(=N2)C(=O)Nc2ccccc21 (centres undefined) | -13 | 2.4 | 8 | 5 | 11 | i | -3 | -0.4 | 0 | -2
Cc1ccc(C)c(N2CCN(C(=O)C3CCC3)CC2)c1 | 2 | 0.2 | 2 | -11 | 0 | i | -5 | -0.6 | -2 | -1
CCc1cccc(OCC(=O)Nc2cc(S(=O)(=O)N3CCOCC3)ccc2N2CCCC2)c1 | 6 | -0.9 | -2 | -8 | 2 | i | -5 | -0.1 | -8 | 7
O=C(CN(C(=O)CNS(=O)(=O)c1ccc(F)cc1)C1CCCC1)NCc1ccco1 | -3 | -0.8 | -2 | -10 | -2 | i | 1 | -0.7 | 1 | 10
CCOC(=O)CCCCCC(=O)Nc1ccc2c(c1)C(=O)N([C@@H](C)CO)C[C@H](C)[C@H](CN(C)C(=O)c1ccccc1)OCCCC[C@H](C)O2 | 1 | -1.6 | 0 | 6 | 1 | i | 1 | -0.8 | x | -6
CCOC(=O)c1sc(NC(C)=O)nc1-c1ccccc1 | -1 | -0.2 | 2 | 5 | -7 | i | -1 | 0.4 | 1 | -4
CCOc1ccccc1N(C(=O)Nc1cccc(Cl)c1)C1=NC(C)CS1 (centres undefined) | -1 | -0.2 | -1 | -2 | -4 | i | -1 | -0.4 | -7 | 13
CC(CCc1ccccc1)NC(=O)CSc1nccc(=O)[nH]1 (centres undefined) | -2 | -0.8 | 1 | 6 | 7 | i | 1 | -0.4 | 2 | -3
Cc1ccc(S(=O)(=O)N2CCN(CC(=O)N/N=C\c3ccccn3)CC2)cc1 | 1 | 0.4 | 0 | 6 | -6 | i | -1 | 0.5 | -4 | 6
CN(C)CCOC(=O)c1cccc(Br)c1 | 3 | -0.8 | -2 | 20 | -7 | i | 0 | -0.7 | -13 | 19
Cc1ccc(-n2c(-c3ccc(Br)cc3)n[nH]c2=S)c(C)c1 | 9 | 1.7 | 0 | 7 | 8 | i | -1 | 0.1 | x | 11
Cc1nc(-c2ccccc2)sc1C1(C)CC(c2ccc(C#N)cc2)=NO1 (centres undefined) | 1 | 1.5 | 1 | 20 | -2 | i | -2 | 0.0 | -6 | -4
COc1cccc(C2C(C(N)=O)=C(C)Nc3nc(-c4ccccc4Cl)nn32)c1 (centres undefined) | 6 | -0.3 | 1 | 6 | 3 | i | 0 | -0.2 | 2 | -6
CC[C@H](C)C(C(=O)N1CCN(C(=O)OC(C)(C)C)CC1)n1cc(C(CC(C)C)NC(=O)OC(C)(C)C)nn1 (some centres undefined) | 9 | -0.6 | 0 | 3 | 2 | i | 2 | 0.4 | -7 | 2
Cc1cc(-n2c(C)cc(C(=O)CSc3ncnc4ccccc34)c2C)no1 | -3 | -0.3 | -2 | -14 | 5 | i | -7 | -1.8 | 4 | -9
COc1ccc(NC(=O)N2CCCc3ccccc32)c(OC)c1 | -9 | -0.4 | 0 | -5 | -2 | i | 2 | -0.6 | 0 | -3
COc1ccc(C2=CC(=O)C[C@H](c3ccc(OC)c(OC)c3)C2)cn1 | -35 | 1.3 | 0 | 13 | -1 | i | 8 | -0.3 | -4 | -1
CCN1CCN(C(=O)/C(=C/c2cccs2)NC(=O)c2ccc(C)c(C)c2)CC1 | -5 | -1.1 | -1 | 1 | -4 | i | 3 | 0.5 | -2 | 14
C/C(=N\NC(=O)c1ccc(Cn2cc([N+](=O)[O-])cn2)o1)c1cccc(NC(=O)c2cccnc2)c1 | -1 | -0.3 | 4 | -5 | 5 | i | -9 | 0.2 | -8 | -2
Cc1cc(C(C)(C)C)c(O)c(C(C)(C)C)c1 | 2 | -2.1 | -4 | 11 | 2 | i | 2 | -1.8 | -14 | -4
Cc1cc(OC(C)C(=O)NCc2ccccn2)c2c(C)c(Cc3ccccc3)c(=O)oc2c1 (centres undefined) | -82 | 4.7 | -1 | -5 | 3 | i | 14 | -0.6 | 7 | 6

Reformatted: 3 of the compounds above.
SMILES	SUMO1 PPI mod	LMPTP inh	STEP block	SKN-1 block	NadD inh	Neddylation inh	DNMT1 block	TbMetRS inhib	Scp1 inh	NRP1-CendR mod
COc1ccc(C2=CC(=O)C[C@H](c3ccc(OC)c(OC)c3)C2)cn1	-35	1.3	0	13	-1	i	8	-0.3	-4	-1
CCN1CCN(C(=O)/C(=C/c2cccs2)NC(=O)c2ccc(C)c(C)c2)CC1	-5	-1.1	-1	1	-4	i	3	0.5	-2	14
C/C(=N\NC(=O)c1ccc(Cn2cc([N+](=O)[O-])cn2)o1)c1cccc(NC(=O)c2cccnc2)c1	-1	-0.3	4	-5	5	i	-9	0.2	-8	-2

Limited to LMPTP inh, NRP1-CendR mod and NadD inh (2 entries from above):
| Compound | LMPTP inh | NRP1-CendR mod | NadD inh |
| --- | --- | --- | --- |
| CN(C)CCOC(=O)c1cccc(Br)c1 | -0.8 | 19 | -7 |
| Cc1ccc(-n2c(-c3ccc(Br)cc3)n[nH]c2=S)c(C)c1 | 1.7 | 11 | 8 |

Continuation.
SMILES | SUMO1 PPI mod | LMPTP inh | STEP block | SKN-1 block | NadD inh | Neddylation inh | DNMT1 block | TbMetRS inhib | Scp1 inh | NRP1-CendR mod
CCOC(=O)Nc1ccc2c(c1)N(C(=O)N1CCN(C)CC1)c1ccccc1S2 | -1 | -1.4 | 4 | 5 | 1 | i | -8 | -0.4 | 0 | -2
COc1cc(-c2nc3ccc4ccccc4c3c3c2CCC3)cc(OC)c1OC | -2 | 5.7 | -2 | 25 | 14 | i | -16 | 0.1 | 5 | -10
C=CCOc1ccc(CN(C)C(=O)CNC(=O)c2ccc(-c3ccccc3)cc2)cc1 | 5 | 6.2 | -1 | 18 | -14 | i | -6 | -1.1 | -5 | -10
CCN(CC)C(=O)[C@H]1C[C@H](CC(=O)NC(C)(C)C)C(=O)N2CCc3c([nH]c4cc(CCC(=O)N(C)C)ccc34)[C@]12C | 2 | -2.6 | 0 | 15 | 3 | i | 2 | -0.5 | 9 | 0
COc1cc(OC)cc(C(C(=O)NC2CCCCC2)N(C(=O)c2ccno2)c2ccccc2)c1 (centres undefined) | 0 | 0.7 | -2 | 12 | -3 | i | 13 | -0.3 | -3 | -8
O=C(O)C1OC1(c1ccccc1Cl)c1ccccc1Cl (centres undefined) | -4 | -1.3 | -2 | -1 | -7 | i | 8 | -0.3 | 15 | 24*
COc1ccccc1CC1(C)C(=O)Nc2ccc(OC(F)(F)F)cc21 (centres undefined) | 5 | 1.5 | -2 | 8 | -10 | i | -8 | 0.4 | x | -5
CCN(CCCNC(=O)C1CCCN(S(=O)(=O)c2cnc[nH]2)C1)c1ccccc1 (centres undefined) | 4 | -1.4 | 0 | -18 | 1 | i | 1 | -0.3 | -3 | -7
Oc1ccc2ccccc2c1C=Nc1ccc(Cl)cn1 | -2 | -1.5 | -1 | 9 | 5 | i | -6 | -0.8 | -7 | 6
CCOC(=O)c1c(C)oc2ccc(OC(=O)COc3c(F)c(F)c(F)c(F)c3F)cc12 | 3 | 1.7 | 3 | 12 | 1 | i | -1 | -0.2 | -9 | 7
Cc1ccc2[nH]c(=O)c(CN(CCCO)C(C)c3nnnn3Cc3ccco3)cc2c1 (centres undefined) | -2 | 0.5 | -1 | 6 | -2 | i | 2 | 2.4 | -4 | -22
